Assay outcomes deposited in PubChem by Johns Hopkins Ion Channel Center.
KCNQ2 inh = KCNQ2 potassium channel inhibitors, primary screen, cell-based, CHO-K1, FluxOR thallium flux, B-score (AID 2156) | Potassium voltage-gated channel subfamily KQT member 2 (Rattus norvegicus), O88943 | 20 min; active compounds read low | B-score at 10 µM | 310,000 compounds, 1.1% hits;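 active = fluorescence ratio B-score at most minus 3 library SDs, with starting brightness B-score within 2 library SDs, cut at about -5.5 in these data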
Target sequence (O88943 whole entry, looked up): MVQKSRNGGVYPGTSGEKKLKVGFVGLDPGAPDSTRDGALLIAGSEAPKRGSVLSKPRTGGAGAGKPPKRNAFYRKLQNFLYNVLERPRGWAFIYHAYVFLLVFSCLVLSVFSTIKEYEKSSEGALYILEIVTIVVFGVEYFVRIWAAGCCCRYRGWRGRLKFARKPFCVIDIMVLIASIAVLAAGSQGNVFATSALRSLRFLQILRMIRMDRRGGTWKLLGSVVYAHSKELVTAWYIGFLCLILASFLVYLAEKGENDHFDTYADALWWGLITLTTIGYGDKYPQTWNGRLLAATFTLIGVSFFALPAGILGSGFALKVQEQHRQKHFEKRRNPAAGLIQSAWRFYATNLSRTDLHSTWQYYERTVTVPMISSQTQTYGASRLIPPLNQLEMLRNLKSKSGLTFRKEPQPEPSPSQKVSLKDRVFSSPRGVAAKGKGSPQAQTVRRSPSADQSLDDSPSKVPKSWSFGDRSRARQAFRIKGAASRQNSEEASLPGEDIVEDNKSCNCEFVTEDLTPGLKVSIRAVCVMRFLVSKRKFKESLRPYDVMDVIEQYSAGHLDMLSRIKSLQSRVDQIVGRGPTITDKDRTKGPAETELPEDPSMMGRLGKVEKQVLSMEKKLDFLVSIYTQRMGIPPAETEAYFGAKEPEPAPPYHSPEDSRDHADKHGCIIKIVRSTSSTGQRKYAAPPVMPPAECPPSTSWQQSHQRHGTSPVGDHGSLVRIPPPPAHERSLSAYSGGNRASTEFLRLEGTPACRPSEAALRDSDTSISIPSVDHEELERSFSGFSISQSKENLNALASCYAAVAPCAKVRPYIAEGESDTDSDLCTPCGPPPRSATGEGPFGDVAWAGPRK
Kir21 inh = inhibitors of mouse Kir2.1 inward-rectifier potassium channel | HEK293-Kir2.1, FluxOR thallium flux fluorescence; active compounds read low | B-score at 10 µM | AID 1672, 2009 | 310,000 compounds, 0.85% hits;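 active = fluorescence ratio B-score at or below minus 3 SD of library scores, with starting-brightness B-score within 2 SD, cut at about -4.2 in these data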;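 note: channel flux triggered by added potassium and thallium sulfate stimulus; B-score of peak minus minimum fluorescence over baseline after thallium stimulus; more negative B-score means stronger Kir2.1 block with less thallium influx; some compounds called inactive have numbers as strong as hits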
Starred values were filed as active, the others as inactive; i = inactive. Random draw from the library; overall some 1.8% were active at least once.

item	KCNQ2 inh	Kir21 inh	compound
1	i	0.1	CCn1cnc2c1c(=O)n(Cc1ccc(C(=O)OC)cc1)c(=O)n2Cc1ccccc1
2	i	0.4	O=C(NCCc1ccccc1)c1cc(S(=O)(=O)N2CCCC2)ccc1F
3	i	-0.81	COC(=O)c1cc(S(=O)(=O)NCc2cccs2)c[nH]1
4	i	-2.2	Cc1cccc(C(=O)N2CCCC(N3CCN(c4cccc(Cl)c4)CC3)C2)n1 (stereo not drawn)
5	i	-0.37	CCCn1cc(S(=O)(=O)c2ccc(C)cc2)c(=O)c2cc(OC)c(OC)cc21
6	i	0.68	O=C(Nc1ccc(F)cc1F)C1CCCN1S(=O)(=O)c1cccc2nsnc12 (stereo not drawn)
7	i	-7.5*	COc1cccc(-n2ccnc2SCC(=O)N2CCCc3ccccc32)c1
8	i	-1.7	Cc1[nH]c2ccccc2c1C(=O)COC(=O)c1c(-c2ccccc2Cl)noc1C
9	i	-0.26	COc1cc(/C=C2\SC(=O)N(CC(=O)Nc3ccc(C)cc3)C2=O)cc(Cl)c1OCC(=O)O
10	i	-1.6	O=C(c1ccco1)N(Cc1ccco1)c1ccc(O)cc1
11	i	0.01	C=C(C)Cn1c(N2CCC(Cc3ccccc3)CC2)nc2c1c(=O)[nH]c(=O)n2C
12	i	-0.46	O=C(O)/C=C/C(=O)Nc1ccc(SC(F)(F)C(F)(F)C(F)(F)F)cc1
13	i	0.09	CCNC(=S)NNC(=S)NCc1ccccc1
14	i	0	O=C(Cc1cccs1)Nc1ccc(-c2nnc(-c3ccccc3)o2)cc1
15	i	-3.3	CCN(c1ccccc1)S(=O)(=O)c1cc(NC(=O)Nc2ccccc2C#N)ccc1Cl
16	i	0.32	CC1(c2nnc(Cc3ccccc3)o2)CC(c2ccncc2)=NO1 (stereo not drawn)
17	-5.8*	-0.52	Oc1ccc(-c2nc3ccccn3c2NCc2ccco2)cc1
18	i	-0.02	COc1ccc(COC(=O)c2ccc(Cl)c(S(=O)(=O)N3CCOCC3)c2)cc1F
19	i	-1	CCOC(=O)c1ccc(NC(=O)COc2ccccc2OC)cc1
20	i	-0.04	COc1ccc(-c2nnc(SCC(=O)N3CCOCC3)o2)cc1OC

Quoted from the listing:
entry 12 – Kir21 inh = -0.46
entry 8 – Kir21 inh = -1.7

A different layout for some results above:
3: COC(=O)c1cc(S(=O)(=O)NCc2cccs2)c[nH]1
  KCNQ2 inh: i
  Kir21 inh: -0.81

4: Cc1cccc(C(=O)N2CCCC(N3CCN(c4cccc(Cl)c4)CC3)C2)n1 (stereo not drawn)
  KCNQ2 inh: i
  Kir21 inh: -2.2

Following part
item	KCNQ2 inh	Kir21 inh	compound
21	i	-2	O=C(NC1CC1)C1=C[C@H](C2CCCCC2)C[C@H](OCc2ccc(CO)cc2)O1
22	i	-0.77	CCn1nc(NS(=O)(=O)c2ccc([N+](=O)[O-])cc2)c2cc3ccc(C)cc3nc21
23	i	-0.59	Cc1ccc(-n2c(O)c(C=Nc3ccc(S(=O)(=O)Nc4ncccn4)cc3)c3ccccc3c2=O)cc1C
24	i	0.36	Cc1ccc(S(=O)(=O)CCC(=O)Nc2ccccc2C)cc1
25	i	-0.96	CCCC(=O)N(Cc1cc2cc(C)ccc2[nH]c1=O)c1ccccc1OC
26	i	0.2	COc1ccc(N(C(=O)c2ccco2)S(=O)(=O)c2ccccc2)cc1
27	i	-0.99	O=C(/C=C/c1cccc([N+](=O)[O-])c1)c1ccc([N+](=O)[O-])o1
28	i	0.44	NS(=O)(=O)c1cc2c(cc1C(F)(F)F)NCNS2(=O)=O
29	i	-0.23	CCOc1cc(S(=O)(=O)NC2CCCC2)ccc1Cl
30	i	0.85	CCOc1ccc(NC(=O)CSc2nc3ccccc3nc2N2CCOCC2)cc1
31	i	-1.1	COc1cccc(-c2cc(C(=O)Nn3cnnc3)c3ccccc3n2)c1
32	i	1.6	O=C(NCCN1CCOCC1)c1ccc2c(c1)N(Cc1ccccc1F)C(=O)CS2
33	i	-0.57	O=C(COC(=O)c1ccccc1)c1ccc(Br)cc1
34	i	-1.4	O=C(C1CCC1)N1CCc2cc(S(=O)(=O)NCCN3CCN(c4ccccc4F)CC3)ccc21
35	i	1.6	CC(=O)Oc1ccc(N(C(C)=O)S(=O)(=O)c2ccc(C)c([N+](=O)[O-])c2)cc1
36	i	0.97	Cc1ccc(C(=O)COC(=O)CCc2nc3ccccc3[nH]c2=O)cc1C
37	i	1.9	CC1(C)CC(=O)C(CC2CCCCC2=O)C(=O)C1 (stereo not drawn)
38	i	-0.17	Oc1cc2c(cc1CN1CCc3ccccc3C1)OCO2
39	i	0.72	CC(=O)NC(C)C(=O)OCC(=O)c1ccc(-c2ccccc2)cc1 (stereo not drawn)
40	i	-0.32	COc1ccc(C(C)NC(=O)c2ccccc2Cl)cc1OC (stereo not drawn)
41	i	-0.59	CC(=O)Nc1ccc(S(=O)(=O)/N=C2\SCCN2S(=O)(=O)c2ccc(NC(C)=O)cc2)cc1
42	i	-1.6	CN(C)S(=O)(=O)c1cccc(NC(=O)c2cc(-c3cccs3)nc3ccccc23)c1
43	i	-0.22	COc1ccc(-c2cc(=O)oc3cc(OCC(=O)N4C[C@H]5C[C@@H](C4)c4cccc(=O)n4C5)ccc23)cc1
44	i	0.76	COc1cccc(CN(C(=O)COc2ccccc2[N+](=O)[O-])C2CCS(=O)(=O)C2)c1 (stereo not drawn)
45	i	0.48	COc1ccccc1-n1c(C)nc2cc(C(=O)NCCN3CCOCC3)ccc21
46	i	1.2	O=C(c1ccc(Cn2c(=O)[nH]c3ccsc3c2=O)cc1)N1CCN(c2ccccc2)CC1
47	i	2.3	Cc1cc(C)c(NN=c2c(=O)c3ccccc3c2=O)c(C)c1
48	i	-0.76	Cc1cc(=O)oc2c3c(cc(OCC(=O)N[C@@H](C)C(=O)O)c12)OC(C)(C)CC3
49	i	1.8	CC(=O)c1ccccc1NC(=O)c1ccc2c(c1)NC(=O)C(C)S2 (stereo not drawn)
50	i	0.6	O=C1C2CCCCC2C(=O)N1Cc1ccccc1 (stereo not drawn)
51	i	-0.2	Cc1ccc(N2C(=O)[C@@H]3[C@H](C2=O)C2c4ccccc4C=NN2[C@@H]3C(=O)c2ccc(Cl)cc2)cc1 (stereo partly drawn)
52	i	-0.14	O=C(NCCc1ccc(Cl)cc1)C1CCCN(S(=O)(=O)c2cnc[nH]2)C1 (stereo not drawn)
53	i	-0.69	CC(=O)NC(Cc1cccc(C)c1)C(=O)NC1CCN(c2ncccc2[N+](=O)[O-])CC1 (stereo not drawn)
54	i	-0.03	O=C(Nc1ccccc1)C(Cc1ccccc1)NC(=O)C12CC3CC(CC(C3)C1)C2 (stereo not drawn)
55	i	2.4	CC(=O)c1ccc(N2Cc3ccccc3C2=NC(=O)c2cccs2)cc1
56	i	-0.45	CCOc1ccc(NC(=O)NC2CCS(=O)(=O)C2)cc1 (stereo not drawn)
57	i	-1.3	Cc1ccc(S(=O)(=O)N(Cc2cc3ccc(C)cc3[nH]c2=O)c2ccccc2)cc1
58	i	-1.1	CC1CCN(c2c(NCc3ccc(C(=O)N4c5ccccc5CC4C)cc3)c(=O)c2=O)CC1 (stereo not drawn)
59	i	1.3	O=C1C=C(NCc2ccccc2)c2ccccc2C1=O
60	i	-0.16	COc1ccc(OC)c(NC(=O)c2ccc(CN(c3cc(Cl)ccc3C)S(=O)(=O)c3ccccc3)cc2)c1
61	i	2.3	O=C(Nc1scc(-c2cccs2)c1C(=O)O)c1cccs1
62	i	0.01	COc1ccc(O)c(-c2cc(-c3cccs3)[nH]n2)c1
63	i	-3.5	Cn1c(NC(=S)Nc2ccccc2)nc2ccccc21
64	i	-0.34	CCOc1ccc(CCNS(=O)(=O)c2cc3c(cc2C)NC(=O)CO3)cc1OCC
65	i	-1	Cc1ccc([C@@H]2[C@@H]3C(=O)N(C)C(=O)[C@@H]3[C@@H]3C(=O)Nc4ccccc4C(=O)N23)cc1
66	i	-0.52	COc1ccccc1OCc1nc(C#N)c(N2CC(C)CC(C)C2)o1 (stereo not drawn)
67	i	2.2	CCC1Sc2ccc(S(=O)(=O)CCC(=O)Nc3cc(C)ccn3)cc2NC1=O (stereo not drawn)
68	i	0.24	COc1cccc(NC(=O)C(=O)NCCC2CCCCN2S(=O)(=O)c2cccs2)c1 (stereo not drawn)
69	i	-0.43	COc1cc(OC)cc(C(=O)NCCCNC(=O)c2cccnc2)c1
70	i	0.5	O=C(c1ccc(Cl)c(S(=O)(=O)N2CCOCC2)c1)N1CCN(c2ccccc2)CC1
71	i	1.3	CN(C)c1ccc(C(=O)N/N=C/c2cc(Br)cc(Br)c2O)cc1
72	i	-2.7	CN1CCCN(C(c2ccccc2)c2ccc(Cl)cc2)CC1 (stereo not drawn)
73	i	-1.1	COc1ccc(NC(=O)CSc2ccc(-c3cccnc3)nn2)cc1
74	i	0.06	COc1ccccc1CN(Cc1cc2cc(C)cc(C)c2[nH]c1=O)Cc1nnnn1CC1CCCO1 (stereo not drawn)
75	i	0.31	O=C(NCC1(N2CCCCC2)CCCCC1)C1CC(=O)N(c2ccc3c(c2)OCCO3)C1 (stereo not drawn)
76	i	-0.5	COc1ccc(N2CCN(C(=O)C3CCCN3S(=O)(=O)c3cccc4nsnc34)CC2)cc1 (stereo not drawn)
77	i	0.69	COc1cc(C2OC(=O)C3C(c4ccc(OC(C)=O)c(OC)c4)OC(=O)C23)ccc1OC(C)=O (stereo not drawn)
78	i	-0.29	Cc1ccnc(NC(=O)c2cc(-c3ccc(Cl)s3)nc3ccccc23)c1
79	i	-0.81	CC1CCN(c2ccc(C(=O)O)cc2NS(=O)(=O)c2ccc(Br)cc2)CC1
80	i	0.02	CC(C)CC(=O)NC(=S)Nc1cccc2nsnc12

One compound at a time (already shown).
`CN(C)c1ccc(C(=O)N/N=C/c2cc(Br)cc(Br)c2O)cc1` is entered as KCNQ2 inh = i; Kir21 inh = 1.3
`COc1ccc(NC(=O)CSc2ccc(-c3cccnc3)nn2)cc1` is entered as KCNQ2 inh = i; Kir21 inh = -1.1

(cont.)
item	KCNQ2 inh	Kir21 inh	compound
81	i	1.8	c1ccc(-c2csc3ncn4nnnc4c23)cc1
82	i	-0.52	O=C(C1CCC1)N1CCc2cc(S(=O)(=O)N3CCCCC3)ccc21
83	i	0.21	O=C(NC(=S)NCCO)c1cn(-c2ccccc2)nc1-c1ccccc1
84	i	0.3	COC(=O)c1cc(NC(=O)c2ccc(F)cc2)cc(C(=O)OC)c1
85	i	0.64	COCCNC(=O)c1cccc(OC2CCN(Cc3ccc(OC(F)F)cc3)CC2)c1
86	i	-0.69	CC(=O)c1cccc(Oc2cc(NN3CCCCC3)c([N+](=O)[O-])cc2[N+](=O)[O-])c1
87	i	0.04	CN(C)CCOC1c2ccccc2-c2ccccc21
88	i	0.07	Cc1cc(C)c(NC(=O)c2ccc(S(=O)(=O)N3CCOCC3)cc2)c(C)c1
89	i	-1.7	CC1CC(C)CN(C(=O)CNS(=O)(=O)c2ccc(Br)s2)C1 (stereo not drawn)
90	i	0.47	COc1cccc(NC(=O)CSc2nnc(-c3ccoc3C)n2C)c1
91	i	1.6	Cc1ccc(S(=O)(=O)N(C)C)cc1NC(=O)COC(=O)c1ccc2c(c1)OCO2
92	i	1.3	COc1cc2oc3ccccc3c(=O)c2cc1OC
93	i	1.2	COC(=O)c1ccc(OCC(=O)Nc2nn(-c3ccccc3)nc2C(N)=O)cc1
94	i	-0.08	COc1ccc(OC)c(/C(O)=C/C(=O)C(=O)Nc2cc(C)ccc2OC)c1
95	i	1	O=C(NN=C1CCCC1)c1ccc(Br)cc1
96	i	2.2	Cc1c(NC(=O)CSc2ncnc3ccccc23)c(=O)n(-c2ccccc2)n1C
97	i	-2.8	Cc1ccc(C(=O)OCC(=O)N2CCC(C)CC2)cc1S(=O)(=O)N1CCCCC1
98	i	0.29	CC1=NN(C(N)=S)C(=O)C1N=Nc1ccc([N+](=O)[O-])cc1 (stereo not drawn)
99	i	1.4	CCC(CC)C(=O)Nc1ccc(C)c(O)c1
100	i	1.3	C=C1CCN([C@H](C(=O)NCc2ccc(Cl)c(Cl)c2)C(C)C)S(=O)(=O)c2ccccc21
101	i	0.09	O=C1c2c(O)cc(O)cc2O[C@H](c2ccc(O)c(O)c2)[C@H]1O
102	i	-0.22	COc1cc2c(cc1OC)C(NNC(=O)c1ccc(Br)o1)=NC(C)(C)C2
103	i	-1.6	CCS(=O)(=O)N1CCC(c2nc(-c3ccc(C(F)(F)F)cc3)no2)CC1
104	i	-0.02	COc1ccc(CCNC(=O)CCN2C(=O)COc3ccc(C)cc32)cc1OC
105	i	0.31	CCC(=O)Oc1ccc(C(=O)Nc2ccc3c(c2)OCO3)cc1
106	i	1.7	O=C(Cn1c2ccc(F)cc2c2nc3n(c(=O)c21)CCS3)N1CCCC1
107	i	-0.01	CCCNC(=O)c1ccc(-c2nn(C)c(=O)c3ccccc23)cc1
108	i	-0.62	CN1CCC(=NNC(=O)C(=O)NCc2ccccc2)CC1
109	i	-1.8	O=C(CSc1nc(C2CC2)nc2ccccc12)NCc1ccc2c(c1)OCO2
110	i	-0.18	CC(=O)c1ccc(NC(=O)C2CCCC2)cc1
111	i	-0.93	Cc1cccc(NC(=S)NCC(c2ccccc2)N(C)C)c1 (stereo not drawn)
112	i	-8.9*	COc1ccccc1C1(CCNC(C)c2cccs2)CCOC(C(C)C)C1 (stereo not drawn)

Quoted at random: two records from the list, in no set order.
item	KCNQ2 inh	Kir21 inh	compound
17	-5.8*	-0.52	Oc1ccc(-c2nc3ccccn3c2NCc2ccco2)cc1
50	i	0.6	O=C1C2CCCCC2C(=O)N1Cc1ccccc1 (stereo not drawn)
